LGR2 antag – inhibitors of bursicon-induced LGR2 CRE-luciferase signal, primary screen, cell-based, HEK293, CRE-luciferase reporter, bursicon stimulation; Drosophila bursicon receptor LGR2 (rickets); bursicon-stimulated, 4 h; inhibition, % at 9.99 µM; 0.35% of 380,000 active; AID 720647, 2013;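 active means drop in luminescence signal, shown as inhibition above about 50% in the replicate tests, limit read from the data, passing the limit was not always enough; inconclusive means probably only some replicates passing the limit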;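 further: agonist challenge used bursicon conditioned medium at about half maximal strength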
esBAF inh – Bmi1 luciferase reporter increase in mESCs, primary screen, esBAF inhibitor project, mouse ES cells, Bmi1 luciferase knock-in, single point | 24 h; 100% = twice the neutral-well signal | reporter increase, % at 12.5 µM | 2% of 350,000 active; in the data active means activation above about 40%; inconclusive means no clear call, values can overlap the other calls;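 further: 0% = median of the plate's neutral control wells and 100% = double that signal; a rise in the Bmi1 reporter signal indicates esBAF inhibition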
* = called active by the depositor; ? = inconclusive. An excerpt; the hit share may differ from the screen's.

SMILES	LGR2 antag	esBAF inh
COc1ccc(NC(=O)Nc2ccc3c(c2)C(=O)N([C@H](C)CO)C[C@@H](C)[C@H](CN(C)S(=O)(=O)c2c(C)noc2C)OCCCC[C@@H](C)O3)cc1	3	3
C[C@@H]1CN([C@@H](C)CO)C(=O)c2cc(NC(=O)Nc3ccc(F)cc3)ccc2O[C@H]1CN(C)C(=O)Nc1ccc(C(F)(F)F)cc1	-8	11
COCCNC(=O)C(OC(=O)CC1Sc2ccccc2NC1=O)c1ccccc1 (centres undefined)	3	-3
O=C(CCCCCN1C(=O)CCC1=O)Nc1ncn[nH]1	-14	-7
O=C(CSc1nnc(-c2ccco2)c(-c2ccco2)n1)Nc1ccccc1	-4	23
COC(=O)c1[nH]c2ccc(C)cc2c1NC(=O)C1=COCCO1	-13	9
CC(C)C(c1nnnn1Cc1ccc(F)cc1)N1CCN(Cc2ccc3c(c2)OCO3)CC1 (centres undefined)	-12	-16
CCOc1ccc(-n2nc(C(=O)NCCOC)c3ccccc3c2=O)cc1	-7	1
Cc1noc(C)c1NC(=O)Nc1ccc2c(c1)C(=O)N([C@@H](C)CO)C[C@@H](C)[C@H](CN(C)S(=O)(=O)c1ccccc1)O2	0	-1
COc1ccccc1C(=O)N1CCN(c2cccc(Cl)c2)CC1	3	-8
CC1(C)Cc2c(c(-c3ccco3)nc3n[nH]c(N)c23)CO1	-26	0
Cc1noc(C)c1NC(=O)Nc1ccc2c(c1)C(=O)N([C@@H](C)CO)C[C@H](C)[C@H](CN(C)S(=O)(=O)c1ccccc1)O2	11	-4
COc1ccc(S(=O)(=O)Nc2ccc3c(c2)C(=O)N([C@H](C)CO)C[C@@H](C)[C@@H](CN(C)C(=O)NC(C)C)O3)cc1	4	-12
C[C@@H]1CCCCO[C@@H](CN(C)C(=O)Nc2ccc3c(c2)OCO3)[C@@H](C)CN([C@H](C)CO)C(=O)c2cc(NC(=O)NC3CCCCC3)ccc2O1	17	1
CC(C)CC#Cc1cnc2c(c1)C(=O)N([C@H](C)CO)C[C@H](C)[C@H](CN(C)C(=O)CC1CC1)O2	16	-1

Single records, as listed above. Order of values: LGR2 antag, esBAF inh
CCOc1ccc(-n2nc(C(=O)NCCOC)c3ccccc3c2=O)cc1 in the list: -7, 1
C[C@@H]1CCCCO[C@@H](CN(C)C(=O)Nc2ccc3c(c2)OCO3)[C@@H](C)CN([C@H](C)CO)C(=O)c2cc(NC(=O)NC3CCCCC3)ccc2O1 in the list: 17, 1
CC(C)CC#Cc1cnc2c(c1)C(=O)N([C@H](C)CO)C[C@H](C)[C@H](CN(C)C(=O)CC1CC1)O2 in the list: 16, -1
COc1ccc(NC(=O)Nc2ccc3c(c2)C(=O)N([C@H](C)CO)C[C@@H](C)[C@H](CN(C)S(=O)(=O)c2c(C)noc2C)OCCCC[C@@H](C)O3)cc1 in the list: 3, 3
COc1ccccc1C(=O)N1CCN(c2cccc(Cl)c2)CC1 in the list: 3, -8

Other entries follow.
SMILES	LGR2 antag	esBAF inh
CN1CCc2nc3sc(C(=O)C45CC6CC(CC(C6)C4)C5)c(N)c3cc2C1	-12	1
Cc1cc(NCc2ccccc2Cl)n2nnnc2n1	0	-5
N#CN=C1SCCS1	6	1
Cc1noc(C)c1NC(=O)N(C)C[C@@H]1OCCCC[C@@H](C)Oc2ccc(NC(=O)Nc3cccc4ccccc34)cc2C(=O)N([C@@H](C)CO)C[C@H]1C	8	8
C[C@H]1CN([C@@H](C)CO)C(=O)c2cc(NS(=O)(=O)c3ccc(Cl)cc3)ccc2O[C@@H]1CN(C)S(C)(=O)=O	-4	0
CC(C)NCc1c(O)c(Br)cc2oc3c(c12)CCCC3	-28	2
C[C@@H]1CN([C@H](C)CO)C(=O)c2cc(NC(=O)Cc3ccccc3)ccc2O[C@H]1CN(C)Cc1ccc(-c2ccccc2)cc1	6	-5
CC(C)(C)N(NC(=O)Nc1ccc(Cl)c(Cl)c1)C(=O)c1ccccc1	3	-2
CCCCN1C2=C(C(=O)CC(C)(C)C2)C(c2ccccc2)C2=C1c1ccccc1C2=O (centres undefined)	21	3
O=C(CSc1nnc(Cc2ccccc2)o1)N1CCc2ccccc21	7	1
C[C@H]1CCCCO[C@H](CN(C)CC2CCCCC2)[C@@H](C)CN([C@@H](C)CO)C(=O)c2cc(NC(=O)CCC(F)(F)F)ccc2O1	4	-4
CCOC(=O)C1=C(NC#N)OC(C)=C(C)C1c1ccc(O)cc1 (centres undefined)	-13	2
COc1ccc(NC(=O)Nc2ccc3c(c2)C(=O)N([C@H](C)CO)C[C@H](C)[C@H](CN(C)S(=O)(=O)c2c(C)noc2C)OCCCC[C@@H](C)O3)cc1	-10	9
Cc1noc(C)c1NC(=O)N(C)C[C@@H]1Oc2ccc(NS(=O)(=O)c3c(C)noc3C)cc2C(=O)N([C@@H](C)CO)C[C@@H]1C	22	4
COc1cc(C(=O)Nc2ccc3c(c2)C(=O)N(CCC(=O)O)C3=O)cc(OC)c1OC	-5	3
O=C(O)CCC(=O)N1CCN(c2ccc(C(=O)c3ccc(F)cc3)cc2)CC1	5	5
O=C(Cc1ccccc1)Nc1nc2ccccc2s1	-50	50*
Cc1noc(C)c1NC(=O)N(C)C[C@H]1OCCCC[C@H](C)Oc2ccc(NS(C)(=O)=O)cc2C(=O)N([C@@H](C)CO)C[C@H]1C	-5	-7
C[C@@H]1CCCCO[C@@H](CN(C)Cc2ccc(C(F)(F)F)cc2)[C@H](C)CN([C@@H](C)CO)C(=O)c2cc(NC(=O)C3CCCCC3)ccc2O1	34	1
C[C@@H]1CCCCO[C@@H](CN(C)C(=O)c2ccncc2)[C@H](C)CN([C@@H](C)CO)C(=O)c2cc(NC(=O)NC3CCCCC3)ccc2O1	4	5
Cn1nnnc1CCOCCc1nnnn1C	1	-11
COc1ccc(CN(C)C[C@@H]2OCCCC[C@H](C)Oc3ccc(NC(=O)Cc4ccccc4)cc3C(=O)N([C@@H](C)CO)C[C@H]2C)cc1	-1	-7
C[C@H](CO)N1C[C@H](C)[C@H](CN(C)C(=O)Cc2ccccc2)OCCCC[C@H](C)Oc2ccc(NS(=O)(=O)c3ccc(F)cc3)cc2C1=O	0	12
C[C@@H]1CN([C@H](C)CO)C(=O)c2cc(NS(=O)(=O)c3cccs3)ccc2O[C@@H](C)CCCCO[C@@H]1CN(C)C(=O)CCC(F)(F)F	-16	-8
Clc1ccc(Oc2nc(N3CCOCC3)nc(N3CCOCC3)n2)cc1	6	-7
Cc1ccc(C)c(N(CC(=O)NN=C2CCCCCCC2)S(C)(=O)=O)c1	-21	4
C[C@@H]1CCCCO[C@@H](CN(C)CC2CC2)[C@H](C)CN([C@H](C)CO)C(=O)c2cc(NC(=O)Nc3ccc(C(F)(F)F)cc3)ccc2O1	-8	-2
COc1ccccc1N1CCN(C(=O)c2ccc(C(C)(C)C)cc2)CC1	-9	17
Cc1cc(NCCN2CCOCC2)n2nc(C)c(-c3ccccc3)c2n1	-1	9
Cc1ccc(S(=O)(=O)N2CCOCC2)cc1C(=O)Nc1ccccn1	-6	-10

Molecules shown so far that contain a CF3 group (5):
SMILES	LGR2 antag	esBAF inh
C[C@@H]1CN([C@@H](C)CO)C(=O)c2cc(NC(=O)Nc3ccc(F)cc3)ccc2O[C@H]1CN(C)C(=O)Nc1ccc(C(F)(F)F)cc1	-8	11
C[C@H]1CCCCO[C@H](CN(C)CC2CCCCC2)[C@@H](C)CN([C@@H](C)CO)C(=O)c2cc(NC(=O)CCC(F)(F)F)ccc2O1	4	-4
C[C@@H]1CCCCO[C@@H](CN(C)Cc2ccc(C(F)(F)F)cc2)[C@H](C)CN([C@@H](C)CO)C(=O)c2cc(NC(=O)C3CCCCC3)ccc2O1	34	1
C[C@@H]1CN([C@H](C)CO)C(=O)c2cc(NS(=O)(=O)c3cccs3)ccc2O[C@@H](C)CCCCO[C@@H]1CN(C)C(=O)CCC(F)(F)F	-16	-8
C[C@@H]1CCCCO[C@@H](CN(C)CC2CC2)[C@H](C)CN([C@H](C)CO)C(=O)c2cc(NC(=O)Nc3ccc(C(F)(F)F)cc3)ccc2O1	-8	-2

Printed as active in esBAF inh, among the entries above:
SMILES	LGR2 antag	esBAF inh
O=C(Cc1ccccc1)Nc1nc2ccccc2s1	-50	50*

Further compounds.
SMILES	LGR2 antag	esBAF inh
C[C@@H]1CN([C@@H](C)CO)C(=O)c2cc(NC(=O)CCC(F)(F)F)ccc2O[C@@H](C)CCCCO[C@H]1CN(C)CC1CCCCC1	-13	-4
C[C@@H]1CN([C@H](C)CO)C(=O)c2cccc(NC(=O)Nc3ccccc3)c2O[C@@H]1CN(C)S(=O)(=O)c1cccs1	8	4
CNC[C@H]1OCCCC[C@H](C)Oc2ccc(NS(=O)(=O)c3c(C)noc3C)cc2C(=O)N([C@H](C)CO)C[C@@H]1C	12	3
C[C@H]1CN([C@@H](C)CO)C(=O)c2cccc(NC(=O)Nc3ccc(C(F)(F)F)cc3)c2O[C@@H]1CN(C)Cc1ccc(C(=O)O)cc1	1	0
Cc1noc(C)c1S(=O)(=O)Nc1cccc2c1O[C@@H](CN(C)Cc1ccc(-c3ccccc3)cc1)[C@@H](C)CN([C@@H](C)CO)C2=O	9	-1
CC(=O)Nc1cccc(N(C)C)c1	-3	-2
C[C@@H]1CN([C@H](C)CO)C(=O)c2cc(NC(=O)NC3CCCCC3)ccc2O[C@@H](C)CCCCO[C@H]1CN(C)C(=O)Nc1ccc2c(c1)OCO2	13	0
CC(C)C(c1nnnn1Cc1ccc2c(c1)OCO2)N1CCN(c2ccccc2)CC1 (centres undefined)	11	-6
C[C@@H]1CCCCO[C@H](CN(C)CC2CCCCC2)[C@@H](C)CN([C@H](C)CO)C(=O)c2cc(NS(=O)(=O)c3ccc(Cl)cc3)ccc2O1	3	4
O=C(NCC(=O)N(c1cnc2ccccc2c1)C(C(=O)NC1CCCC1)c1ccncc1)c1ccco1 (centres undefined)	-13	0
O=C(Cn1c(=O)n(Cc2ccco2)c(=O)c2cc(Cl)ccc21)NCC1CCCO1 (centres undefined)	-1	-14
COc1cc(OC)cc(C(=O)N/N=C/c2ccc(OC)c(COc3ccc4ccccc4c3)c2)c1	8	4
CCNc1c(N)c(=O)oc2ccccc12	-12	9
Cc1noc(C)c1NC(=O)N(C)C[C@@H]1Oc2c(NC(=O)Nc3ccccc3)cccc2C(=O)N([C@@H](C)CO)C[C@@H]1C	-7	-4
C[C@@H]1CN([C@@H](C)CO)C(=O)c2cc(NS(=O)(=O)c3ccc(F)cc3)ccc2O[C@@H]1CN(C)S(C)(=O)=O	3	-6
O=C1NC2(NN1c1ccccc1)C1CC3CC(C1)CC2C3 (centres undefined)	15	-4
C[C@@H]1CCCCO[C@@H](CN(C)C(=O)Cc2ccccc2)[C@@H](C)CN([C@@H](C)CO)C(=O)c2cc(NS(=O)(=O)c3ccc(F)cc3)ccc2O1	21	2
Cc1cc(N2CCC(C)CC2)n2ncc(-c3ccccc3)c2n1	?	-28
CCOC(=O)c1c(C)n(C)c2ccc(O)c(CN3CCCCC3)c12	-7	-7
C/[N+]([O-])=C1\Cc2ccccc2C1=O	18	-5
Cc1noc(C)c1NC(=O)N(C)C[C@@H]1OCCCC[C@@H](C)Oc2ccc(NC(=O)Nc3ccccc3)cc2C(=O)N([C@@H](C)CO)C[C@H]1C	7	-1
C[C@@H]1CCCCO[C@H](CN(C)C(=O)Cc2ccccc2)[C@@H](C)CN([C@@H](C)CO)C(=O)c2cc(NC(=O)NC3CCCCC3)ccc2O1	19	-5
O=c1c2c3c(sc2nc2n1CCCCC2)CCC3	-25	13
CNC(=O)CN1C(=O)c2cccc3cccc1c23	-3	4
CCC(=O)Oc1ccc(C(=O)Nc2cccc(C(=O)c3ccccc3)c2)cc1	-5	21
CNC[C@H]1OCCCC[C@H](C)Oc2ccc(NS(=O)(=O)c3c(C)noc3C)cc2C(=O)N([C@@H](C)CO)C[C@@H]1C	-9	-2
COc1ccc(NC(=O)N(C)C[C@H]2Oc3c(NC(=O)Nc4ccc(C(F)(F)F)cc4)cccc3C(=O)N([C@H](C)CO)C[C@H]2C)cc1	-25	-2
COc1ccc(S(=O)(=O)Nc2ccc3c(c2)C(=O)N([C@H](C)CO)C[C@H](C)[C@@H](CN(C)CC2CCCCC2)OCCCC[C@@H](C)O3)cc1	-2	-4
Cc1ccc(/C=C(/NC(=O)c2ccccc2)C(=O)NCCc2c[nH]c3ccccc23)o1	5	2
C[C@@H]1CN([C@@H](C)CO)C(=O)c2cccc(NS(C)(=O)=O)c2O[C@@H]1CN(C)S(=O)(=O)c1ccc(F)cc1	5	-2
O=S(=O)(c1cccc2nonc12)N1CCN(c2cccc(Cl)c2)CC1	-1	2
COc1ccc(CN2CC(C(=O)NCCN3CCN(c4ccccc4F)CC3)CC2=O)cc1 (centres undefined)	10	2
C[C@@H]1CN([C@H](C)CO)C(=O)c2cccc(NC(=O)Nc3cccc4ccccc34)c2O[C@@H]1CN(C)Cc1ccc(-c2ccccc2)cc1	7	3
O=C(NCc1ccccn1)C1C2C=CC(C2)C1C(=O)Nc1ccc(F)cc1 (centres undefined)	-10	-8
CNC[C@H]1OCCCC[C@H](C)Oc2ccc(NS(=O)(=O)c3c(C)noc3C)cc2C(=O)N([C@@H](C)CO)C[C@H]1C	6	-1
C[C@@H]1CCCCO[C@@H](CN(C)C(=O)Nc2ccc3c(c2)OCO3)[C@H](C)CN([C@H](C)CO)C(=O)c2cc(NC(=O)Cc3ccccc3)ccc2O1	18	6
COc1cc(/C=C2/SC(=NCc3ccccc3)N(Cc3ccccc3)C2=O)ccc1O	-9	-7
C[C@@H]1CCCCO[C@H](CN(C)S(=O)(=O)c2cccs2)[C@H](C)CN([C@H](C)CO)C(=O)c2cc(NC(=O)c3ccccc3)ccc2O1	13	-3
C[C@@H]1CN([C@H](C)CO)C(=O)c2cc(NC(=O)C3CCCCC3)ccc2O[C@@H](C)CCCCO[C@H]1CN(C)Cc1ccc(C(F)(F)F)cc1	46	3

Screens (PubChem BioAssay)
